Bioassay records (PubChem)
KB-V1 MDR tox – KB-V1 MDR subline cytotoxicity. 400,000 tested, 3.4% active. KB-V1 MDR cells viability, CellTiter-Glo, 72 h. Potency, µM (top dose mostly 46.1 µM), for inactives: top-dose activity change, negative = cytotoxicity, hits mostly cytotoxic; also: potency is read from the fitted curve at half-maximal effect; % is scaled to controls: 0 for no effect and ±100 for the full control effect; nearly all actives have a fitted effect of over 60% in size
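In this primary screen, KB-V1 cells overexpressing P-gp are incubated with library compounds (lowest to highest concentration) for 72 h at 37 degrees C before a luminescent ATP viability read.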
GLP1R cytotox – cytotoxicity counter-screen for GLP-1 receptor inverse agonists. 410,000 tested, 0.13% active. HEK293 cAMP-luciferase reporter cells, luminescence, 24 h. Potency, µM (titrated, usually from 38.3 µM), for the others: at the top dose activity change, negative = inhibition, most hits filed as inhibitors;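 also: loss of luciferase light is scored as toxicity; potency is read from the fitted curve at half-maximal effect; % is scaled to controls: 0 for no effect and ±100 for the full control effect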
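MLSMR compounds, 24 hr on cells at 37 deg C/5% CO2; luminescence after luciferase reagent (12 min RT). Inhibition counted as the undesired cytotoxic outcome.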
MCF10A rerep – inducers of DNA re-replication in MCF 10A breast cells; MCF 10A DNA re-replication, Hoechst nuclear intensity, 48 h; Potency, µM (titrated, usually from 46.1 µM), inactives show at the highest dose activity, positive = re-replication, most hits filed as activators; 350,000 tested, 2.9% active; AID 624296; also: potency is read from the fitted curve at half-maximal effect; % of control where 0% means no effect; nearly all actives have a fitted effect of over 50% in size
IL1B secr inh – inflammasome signaling inhibition, IL-1 beta readout. THP-1 LPS/ATP IL-1B secretion, AlphaLISA, 16 h; hits give low values. activity change, % at 57.5 µM. 360,000 tested, 4.7% active. AID 743279; in the data active = activity change below about -50%; inconclusive = mostly about -30% to -49%; also: % is scaled to controls: 0 for no effect and ±100 for the full control effect
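THP-1 cells pretreated 1 hr with compounds (up to 57.5 uM final), then stimulated with LPS (250 ng/mL final) plus ATP (1.25 mM final); secreted IL-1B measured by AlphaLISA after 16 hr, decreased signal indicating inhibition.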
D3 ag – activates the human D3 dopamine receptor; P35462; D3R DiscoveRx beta-arrestin cells, luminescence, 90 min; max activation, %; 410,000 tested, 0.58% active; AID 652048; in the data active = max activation above about 30%; also: 0% is about no effect; mostly tested at two doses, the higher about 12 µM
Target sequence (P35462 whole entry, looked up): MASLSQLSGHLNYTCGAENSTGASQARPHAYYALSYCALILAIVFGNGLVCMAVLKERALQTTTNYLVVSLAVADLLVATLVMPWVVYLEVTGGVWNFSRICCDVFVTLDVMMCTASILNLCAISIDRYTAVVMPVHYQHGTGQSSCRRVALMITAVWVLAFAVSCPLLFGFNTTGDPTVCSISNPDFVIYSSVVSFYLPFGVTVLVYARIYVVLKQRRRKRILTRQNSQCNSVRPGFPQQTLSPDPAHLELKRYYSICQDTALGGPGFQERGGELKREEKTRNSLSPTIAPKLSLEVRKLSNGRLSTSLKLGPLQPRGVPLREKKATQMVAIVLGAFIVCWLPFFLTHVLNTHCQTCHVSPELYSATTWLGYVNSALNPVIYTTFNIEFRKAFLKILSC
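Agonist mode: compounds and dopamine controls were applied to plated cells for 90 min at 37 degrees C after an overnight attachment at 1500 cells/well. Luminescent read-out followed 30 - 60 minutes at room temperature with DiscoveRx detection reagent.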
KB-3-1 cytotox – KB-3-1 parental cell cytotoxicity. KB-3-1 viability, CellTiter-Glo ATP luminescence, 72 h. Potency, µM (series often up to 46.1 µM), without a hit: top-dose activity change, negative = cytotoxic, hits mostly cytotoxic. 400,000 tested, 1.4% active. AID 1347075; also: potency is read from the fitted curve at half-maximal effect; % is scaled to controls: 0 for no effect and ±100 for the full control effect; nearly all actives have a fitted effect of over 60% in size
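KB-3-1 parental drug-naive adenocarcinoma cells in DMEM/10% FBS, incubated 72 h at 37 C with pin-transferred compounds across a concentration series. Viability by CellTiter-Glo luminescence; concentration-response curves fitted after normalization.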
HT1080 IDH1KD tx – toxicity to HT-1080 IDH1 knockdown cells (counter line); AID 686971; Potency, µM (highest dose often 46.1 µM), for inactives: at the highest dose activity, negative = toxicity, hits mostly cytotoxic; HT-1080 IDH1 knockdown viability, ATP luminescence, 48 h; 360,000 tested, 2% active;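 also: potency is read from the fitted curve at half-maximal effect; 0% = DMSO wells and -100% = cell-free medium wells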
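CellTiter-Glo luminescence after 48 h compound exposure at 37 degrees C of IDH1-knockdown HT-1080 cells in 5% FBS RPMI. %Activity scaled between DMSO wells and cell-free media wells, with curves fitted and assigned curve classes.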
HT1080-NT tox – kills 2HG-producing HT-1080-NT fibrosarcoma cells; AID 686970; Potency, µM (highest dose often 46.1 µM), inactives show top-dose activity, negative = less viability, hits mostly cytotoxic; 360,000 tested, 1.6% active; HT-1080-NT fibrosarcoma viability, CellTiter-Glo ATP luminescence, 48 h;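 also: NT is the 2HG producing partner of a matched IDH1 knockdown line; potency is read from the fitted curve at half-maximal effect; 0% = DMSO-treated cells and -100% = media-only wells without cells; nearly all actives have a fitted effect of over 55% in size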
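Luminescent CellTiter-Glo readout after 48 hours of compound exposure at 37 degrees C defined viability of HT-1080-NT cells. Activity was normalized to DMSO wells and cell-free media wells; concentration-response curves were fitted and assigned curve classes.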
SW480 rerep – DNA re-replication induction in SW480 cells | SW480 DNA re-replication, Hoechst DNA content imaging, 48 h | Potency, µM (highest dose often 46.1 µM), for the others: at the top dose re-replication activation, actives largely listed as activators | 340,000 tested, 1.8% active; also: potency is read from the fitted curve at half-maximal effect; % of control where 0% means no effect; nearly all actives have a fitted effect of over 55% in size
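Treated cells incubate 48 hr (37 C, 5% CO2), are stained 40 min with Hoechst, and nuclear fluorescence is enumerated; a rise in nuclei with high DNA signal marks re-replication.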
* marks the source's active call; other numbers are inactive results; ? = inconclusive; . = not tested or not shown; [ ] = another dose, or the depositor's remark. Unless noted, calls follow the shape of the dose curve; as a rule, active = well fitted curve in the direction sought with a large enough effect; inconclusive = small, poorly fitted or top-dose-only effect, or another doubt; inactive = no such curve, though single readings can be large; an effect the other way counts as inactive or inconclusive.

SMILES	KB-V1 MDR tox	GLP1R cytotox	MCF10A rerep	IL1B secr inh	D3 ag	KB-3-1 cytotox	HT1080 IDH1KD tx	HT1080-NT tox	SW480 rerep
CCOc1ccc(NC(=O)CSc2nc(-c3cccc(Cl)c3)nc3c2Cc2c(CO)cnc(C)c2O3)cc1	6%	1%	.	.	3	-3%	.	.	.
Cc1sc(NC(=O)CS(=O)(=O)c2ccccc2)c(C#N)c1C	-17%	-1%	-1%	9	4	-6%	0%	-9%	-7%
CCC(=O)c1cn(CC(=O)Nc2c(C)cccc2C)c2ccccc12	-2%	5%	-18%	0	-11	-1%	-8%	-7%	?
CN(C)/C=C\C(=C/C(=O)C(F)(F)F)Nc1ccccc1Oc1ccccc1	-11%	-22%	?	-98*	-16	?	-27%	-12%	?
O=C(c1ccco1)N1CCN(S(=O)(=O)Cc2ccc(Cl)cc2)CC1	?	-25%	-7%	14	-4	-19%	11%	3%	2%
COc1ccc(C2NCCc3c2[nH]c2ccccc32)cc1CSc1nc2ccccc2s1 (stereo not drawn)	23µM*	-8%	?	-15	-6	?	23µM*	23µM*	.
COc1ccc2ccccc2c1C1NC(=O)NC(C)=C1[N+](=O)[O-] (stereo not drawn)	-9%	-5%	-3%	-8	2	-12%	-30%	-23%	3%
CCOc1c(Cl)cc(CNCc2ccccn2)cc1OC	-5%	-13%	-2%	43	-7	-19%	0%	9%	-2%
CSCc1ccc(C(=O)NCc2ccc(C)cc2)cc1	?	-10%	7%	-12	2	13%	5%	8%	-2%
COCc1cc(S(=O)c2ccc(Cl)cc2)nc(C)n1 (stereo not drawn)	-37%	?	15µM*	-9	-19	-19%	?	?	?
CCCC1CC(C)(c2csc(Nc3ccc(OCC)cc3)n2)OC1=O (stereo not drawn)	?	-18%	?	-2	3	?	-23%	-25%	-6%
Cc1ccsc1C=Nc1ccc(O)cc1	-2%	?	?	-99*	-2	0%	23µM*	-8%	?
N#CC1=C(S)N(c2ccccc2)C(c2ccc(-c3ccccc3Cl)o2)NC1=O (stereo not drawn)	?	-3%	8%	?	1	16%	1%	0%	-1%
CCN(CC(=O)Nc1ccc(NC(C)=O)cc1)C(=O)C1CCCC1	0%	-11%	4%	5	-3	1%	1%	1%	-4%
CCOC(=O)CNC(=O)Cn1cnc2c(nnn2-c2ccc(OC)cc2)c1=O	2%	-21%	2%	-6	-1	-7%	6%	-1%	1%
O=C1C(=O)N(CCCn2ccnc2)C(c2ccc([N+](=O)[O-])cc2)/C1=C(\O)c1ccc2c(c1)OCCO2 (stereo not drawn)	-1%	8%	12%	-13	0	-3%	1%	-3%	5%
CCN(CC)S(=O)(=O)c1cccc(C(=O)N2CC(O)CC2C(=O)O)c1 (stereo not drawn)	4%	-12%	-12%	7	4	2%	16%	?	-6%
O=C(N/N=C/c1ccc2c(c1)OCO2)C(=O)Nc1ccccc1	8%	12%	3%	-9	11	10%	12%	0%	-27%
Cc1sc(NC(=O)C2CCCO2)c(C(N)=O)c1C (stereo not drawn)	13%	-2%	-2%	-22	6	8%	15%	9%	-5%
O=C(CSc1nnc(C2CC2)n1C1CC1)c1ccc(F)cc1	2%	-3%	23%	-29	-11	20%	9%	0%	-15%
Cc1ccc(CCP(=O)(O)CN2CCOCC2)cn1	-16%	9%	-7%	-19	-5	-6%	2%	-2%	15%
O=C(Cc1ccc(Cl)cc1)Nc1ccc(S(=O)(=O)Nc2cnc3ccccc3n2)cc1	20%	1%	11%	19	0	2%	-12%	1%	-1%
CC1Oc2ccccc2C=C1/C=N/Nc1ccc(C(=O)O)cc1 (stereo not drawn)	6%	-5%	23µM*	?	0	4%	?	?	7.3µM*
CCOC(=O)C1=NNC(C(=O)c2ccc(Cl)cc2)C1c1ccc(OC)cc1 (stereo not drawn)	?	4%	6%	5	-2	-4%	-13%	-21%	-3%
O=C(O)CSCC(=O)Nc1cc(C(F)(F)F)ccc1Cl	-11%	4%	-1%	-6	-12	-1%	1%	7%	-3%
CC1(C)CC2(CC(c3ccc(F)cc3)c3ccc(O)cc3O2)NC(=S)N1 (stereo not drawn)	-5%	-13%	-5%	-2	-8	3%	-1%	-3%	-4%
CC1(C)OC(=O)C2=C(C[C@@H](CCc3ccccc3)O[C@@H]2c2ccc(Cl)cc2)O1	-10%	7%	.	-22	-2	?	?	?	.
CCC(=O)N1CCc2cc(S(=O)(=O)Nc3ccc4c(c3)OCCO4)ccc21	0%	3%	-3%	?	13	-16%	?	-15%	-7%
COc1ccc(C(=O)N/N=C(\C)CC(=O)N2CCN(C=O)CC2)cc1	9%	-15%	-1%	39	-6	-2%	11%	8%	0%
Cc1cc(OCC(=O)Nc2ccc(S(=O)(=O)N3CCN(C)CC3)cc2)cc(C)c1Cl	1%	4%	?	-10	1	10%	?	-27%	?
Cc1ccc(S(=O)(=O)NNC(=O)C(=O)NNc2ccccn2)cc1	3%	-15%	?	12	9	?	-30%	-11%	8%
c1ccc(-n2cnc3cc(NCc4ccco4)ccc32)cc1	?	-1%	?	-4	7	23µM*	?	?	?
Cn1c(SCC(=O)Nc2ccccc2F)nnc1-c1cccnc1	?	-15%	-9%	16	4	1%	11%	7%	-4%
O=[N+]([O-])c1ccc(NN=C2CC3CCC2C3)c([N+](=O)[O-])c1 (stereo not drawn)	0%	-2%	.	33	13	-8%	9%	-4%	.
CCOc1ccc(OCC)c(NC(=O)CN2CCN(c3cccc(C)c3C)CC2)c1	0%	-24%	-4%	11	7	-1%	3%	8%	-3%
CC(=O)Nc1ccc(S(=O)(=O)N(Cc2ccccc2)C(C)C)cc1	3%	4%	26%	20	2	-7%	-17%	-15%	-2%
OC1CCCN(Cc2ccccc2)C1 (stereo not drawn)	22%	2%	5%	3	-16	8%	0%	8%	-11%
COc1cc(/C=N/NC(=O)C23CC4CC(CC(C4)C2)C3)cc(Br)c1O	14%	3%	13%	19	-29	?	3%	3%	?
COC(=O)c1c(N)[nH]c(C(=O)c2ccccc2)c1-c1ccccc1Br	?	-9%	.	30	-8	-15%	3%	5%	.
O=C(COc1ccc(-c2nnco2)cc1)Nc1c(F)cccc1F	19%	-2%	-34%	?	1	12%	18%	26%	?
COc1ccc([N+](=O)[O-])cc1N(CC(=O)NCC1CCCO1)S(C)(=O)=O (stereo not drawn)	23%	-12%	17%	7	3	15%	11%	1%	1%
Cc1ccc(N(CC(=O)N2CCN(c3cccc(Cl)c3)CC2)S(=O)(=O)c2c(C)noc2C)cc1	0%	-6%	.	.	-2	-9%	.	.	.
Cc1cccc(C(=O)Nc2cc(-c3ccccc3F)nn2-c2ccccc2)c1	9%	0%	.	.	-1	0%	.	.	.
CN(CC(=O)Nc1ccccc1Cl)C(=O)CN1C(=O)C2CCCCC2C1=O (stereo not drawn)	-7%	-2%	16%	-1	3	-1%	-21%	-6%	1%
Cc1ccc(OCC(=O)NNC(=S)NC(=O)c2cccs2)c(C)c1	3%	-4%	5%	68	4	?	1%	-10%	-4%
CCOC(=O)C1=C(C)Nc2sc(C(=O)c3ccc(Br)cc3)c(N)c2C1c1ccc(C(=O)OC)cc1 (stereo not drawn)	2%	83%[activator]	2.9µM*	-2	-4	0%	-22%	-2%	?

Some of these compounds in order of heavy-atom count, falling.
SMILES	KB-V1 MDR tox	GLP1R cytotox	MCF10A rerep	IL1B secr inh	D3 ag	KB-3-1 cytotox	HT1080 IDH1KD tx	HT1080-NT tox	SW480 rerep
CCOC(=O)C1=C(C)Nc2sc(C(=O)c3ccc(Br)cc3)c(N)c2C1c1ccc(C(=O)OC)cc1 (stereo not drawn)	2%	83%[activator]	2.9µM*	-2	-4	0%	-22%	-2%	?
Cc1ccc(N(CC(=O)N2CCN(c3cccc(Cl)c3)CC2)S(=O)(=O)c2c(C)noc2C)cc1	0%	-6%	.	.	-2	-9%	.	.	.
Cc1cccc(C(=O)Nc2cc(-c3ccccc3F)nn2-c2ccccc2)c1	9%	0%	.	.	-1	0%	.	.	.
CN(CC(=O)Nc1ccccc1Cl)C(=O)CN1C(=O)C2CCCCC2C1=O (stereo not drawn)	-7%	-2%	16%	-1	3	-1%	-21%	-6%	1%
COc1cc(/C=N/NC(=O)C23CC4CC(CC(C4)C2)C3)cc(Br)c1O	14%	3%	13%	19	-29	?	3%	3%	?
Cc1ccc(OCC(=O)NNC(=S)NC(=O)c2cccs2)c(C)c1	3%	-4%	5%	68	4	?	1%	-10%	-4%
OC1CCCN(Cc2ccccc2)C1 (stereo not drawn)	22%	2%	5%	3	-16	8%	0%	8%	-11%
